# LGR2 inh – inhibitors of bursicon-induced Drosophila LGR2 receptor cAMP signaling. HEK293 LGR2, CRE-luciferase, bursicon-stimulated, 4 h. inhibition, % at 9.99 µM. 0.35% of 380,000 active;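 active = drop in luminescence signal, shown as inhibition above about 50% in the replicate tests, limit read from the data, passing the limit was not always enough; inconclusive = probably only some replicates passing the limit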;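 also: agonist challenge used bursicon conditioned medium at about half maximal strength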
# PGC1a acetyl inh – modulators of PGC1a acetylation; inhibition, % at 15.6 µM; AID 651687; U2OS PGC1a acetylation, AlphaScreen anti-acetyl-lysine; with virally co-expressed GCN5 acetyltransferase; 0.17% of 350,000 active;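 active = every replicate shows inhibition of at least 40%; inconclusive = mean inhibition at least 40% but some replicate below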;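 also: 0% = neutral control wells and 100% = positive control wells; some results beyond the cut were filed as inactive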
# PAX8 inh HTS – PAX8 transcriptional activity inhibition. RMG-I TPO-luciferase reporter, SteadyGlo, 24 h. inhibition, % at 12.6 µM. 1.2% of 360,000 active;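 active = mean replicate inhibition at least 60% with every replicate also reaching 60%; inconclusive = only one of the two criteria is met; inactive = mean below 60% and not all replicates reaching 60%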;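 also: luciferase light reporting Pax8 driven TPO promoter activity; plate controls were median of neutral control wells for no effect and mitoxantrone controls for full effect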
# FN deposition inh – fibronectin deposition inhibition; AH1F fibroblasts, Alexa488-fibronectin deposition fluorescence, overnight; inhibition, % at 12.6 µM; 0.086% of 350,000 active;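 active = mean inhibition across replicates of 30% or more, regardless of how many single replicates reach that level; inconclusive = mean under 30% yet at least half of replicates reach 30%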;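 also: positive control wells lacked labelled fibronectin entirely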
#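 Assay system: AH1F fibroblasts / Quantity: 10000 cells per well / Medium: DMEM plus 2% serum, read in PBS / Reagent: labelled fibronectin 24 nM / Dosing: single dose, pinned / Times: 1 h cell attachment, overnight exposure to compound and label / Signal: fluorescence, ex 485 nm, em 525 nm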
# EWS-Fli inh – blocks EWS/Fli oncoprotein-driven transcription; A673 NR0B1-luciferase reporter, viability-normalised; inhibition, % at 12.6 µM; 0.67% of 350,000 active;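 active = mean inhibition of at least 50% after viability correction, with every replicate also passing that limit; inconclusive = mean reaches 50% but only one of two replicates passes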;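 also: firefly luciferase signal divided by Alamar Blue viability fluorescence both relative to DMSO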
# miR122 inh – inhibitors of miR-122 in Huh7 cells; Huh7 miR-122 Renilla luciferase sensor, 48 h; neutral wells = 0, positive control = 100; activation (reporter increase), % at 12.5 µM; 0.3% of 340,000 active; AID 602342;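 active = mean replicate activation score at least 90 and every replicate individually at or above 90; inconclusive = only one of the two criteria met; inactive = neither criterion met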;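 also: higher luciferase means less miR-122 activity so hits act as miR-122 inhibitors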
# Cneo AK release – Cryptococcus neoformans lysis via adenylate kinase release; C. neoformans lysis, adenylate kinase release luminescence, 4 h; normalised: neutral wells 0, clomiphene wells 100; lysis activity, % at 15 µM; 0.2% of 360,000 active;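 active = mean lysis activity across replicates of at least 80%, whatever share of replicates individually reach that level; inactive = mean lysis activity below 80%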
#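 Test system: log-phase Cryptococcus neoformans yeast cells. Input: 5 × 10^6 yeast cells/mL. Medium: fresh YPD growth medium. Doses: single dose. Incubation: static 4 h at 37 °C with compound, 1 h detection. Measured by: luminescent adenylate kinase detection reagent. Read-out: signal increase indicating cell lysis. Benchmarks: Clomiphene.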
# CASP6 VEID inh – blocks human caspase-6 cleavage activity | 0.53% of 350,000 active | inhibition, % at 12.5 µM | purified caspase-6, Z-VEID-R110 cleavage fluorescence;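 active = mean inhibition across replicates at least about 35%, with every replicate also reaching that limit, limit read from the data; inconclusive = only one of the two criteria met; inactive = neither criterion met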;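 also: 0% = median of neutral control wells and 100% = no fluorescence left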
# Target sequence (P55212 24-179 limits assumed): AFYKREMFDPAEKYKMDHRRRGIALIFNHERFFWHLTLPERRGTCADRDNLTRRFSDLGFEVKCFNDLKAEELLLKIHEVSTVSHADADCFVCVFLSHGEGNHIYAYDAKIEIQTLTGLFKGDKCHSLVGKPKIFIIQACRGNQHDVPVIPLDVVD
# Target sequence (P55212 194-293 limits assumed): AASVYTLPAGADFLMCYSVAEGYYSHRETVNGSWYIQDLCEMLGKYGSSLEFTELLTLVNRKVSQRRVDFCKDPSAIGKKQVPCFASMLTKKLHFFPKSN
# Active calls of the source: *; u = inconclusive; x = not tested or not shown; & = joins results of further samples; [ ] = dose if it differs, or a comment.
mol,LGR2 inh,PGC1a acetyl inh,PAX8 inh HTS,FN deposition inh,EWS-Fli inh,miR122 inh,Cneo AK release,CASP6 VEID inh
Cc1ccccc1NC(=O)N1CCN(S(=O)(=O)c2ccccc2)CC1,x,4,-19,5,3,-5,x,-2
C[C@@H]1CN([C@H](C)CO)C(=O)c2cccc(NC(=O)Nc3ccc4c(c3)OCO4)c2O[C@@H]1CN(C)S(=O)(=O)c1ccccc1,-29,-2,-40,x,-11,-1[16.7 µM],-46,-2
C#CCn1c(-c2cccs2)nc2ccccc21,-15,x,4,-6,-4,5,4,4
Oc1cccc(/C=N/Nc2ccc(Cl)nn2)c1,-23,2,-71,-2,-35,-3,-2,-3
O=C(CSc1nnc(C2CC2)n1CC1CCCO1)Nc1ccc(Cl)cc1 (configuration not stated),-5,-12,-32,4,-16,-1,1,-2
COc1ccccc1C(=O)NCCNC(=O)c1ccco1,x,5,-8,0,x,-7,-1,x
COc1ccc(C(=O)NC2CCN(CC(=O)Nc3cccc(OC)c3)CC2)cc1,7,x,-19,3,4,-2,0,1
CN(C)C(CNC(=O)c1c(F)cccc1Cl)c1ccco1 (configuration not stated),15,x,9,1,11,2,7,1
Cc1cc(C)c2[nH]c(O)c(N=NC3=NC(=O)CS3)c2c1,-6,-7,14,1,4,-1,x,4
O=C(/C=C/c1cc([N+](=O)[O-])ccc1OC(F)F)Nc1ccc(OC(F)F)cc1,x,-11,-24,-4,6,-4,x,1
CC(=O)Nc1ccc(NC(=O)CSc2ccc(-c3ccc(-n4ccnc4)cc3)nn2)cc1,2,-6,-8,-3,-2,-12,3,-1
Cn1cc(S(=O)(=O)N2CCNCC2)cc1C(N)=O,0,4,-1,-9,1,-9,-2,0
COc1cc(-c2noc(C)c2C#Cc2ccc(N)cc2)cc(OC)c1OC,-15,-22,75*,x,u,6,-1,5
Cc1ccc(S(=O)(=O)N(C)C[C@H]2Oc3ccc(NS(=O)(=O)c4ccc(F)cc4)cc3CC(=O)N([C@H](C)CO)C[C@H]2C)cc1,5,7,104*,x,-16,12[16.7 µM],0,0
COc1ccc(N2CC(C(=O)NC3=NCCS3)CC2=O)cc1 (configuration not stated),-11,9,6,-6,-10,-3,2,-1
C/C(=C/c1ccccc1)C(=O)N1CCC(C)CC1,-2,-25,-29,6,-18,-2,-2,-3
COc1cccc(C(=O)N2CCC[C@@H]2C(=O)N2CCC[C@@H]2C(=O)NCc2ccccc2Cl)c1,-9,x,-6,2,-5,x,x,-2
Cc1nn(Cc2ccc(Cl)cc2Cl)c(C)c1NC(=O)c1nn(C)cc1Cl,x,-9,x,-14,x,2,0,x
C[C@@H]1CCCCO[C@H](CN(C)S(=O)(=O)c2ccc(F)cc2)[C@@H](C)CN([C@@H](C)CO)C(=O)c2cc(NS(=O)(=O)c3ccc(Cl)cc3)ccc2O1,0,3,u,1,2,17[16.7 µM],1,0
C[C@@H]1CCCCO[C@@H](CN(C)S(C)(=O)=O)[C@@H](C)CN([C@H](C)CO)C(=O)c2cc(N(C)C)ccc2O1,3&26,11&13&1,-3&-8&2,1,2&-6,-2,1&3&1,3&-1&4
C[C@@H]1CCCCO[C@@H](CN(C)S(=O)(=O)c2ccc(F)cc2)[C@@H](C)CN([C@@H](C)CO)C(=O)c2cc(NS(=O)(=O)c3cn(C)cn3)ccc2O1,0,0,-27,2,3,3[16.7 µM],5,-3
COc1ccc(F)c(CN2CCC(n3nccc3NC(=O)C3CCOC3)CC2)c1 (configuration not stated),-4,x,-2,4,3,2,0,-6
COc1ccc(C#Cc2cnc3c(c2)C(=O)N([C@H](C)CO)C[C@@H](C)[C@H](CN(C)C(=O)c2ccccc2F)O3)cc1,-1,9,x,-2,12,-16[16.7 µM],3,0
O=C1NCCOC(=O)[C@H](Cc2ccc(F)cc2)CC/C=C/C[C@@H]1CC(=O)N(CCO)Cc1ccccc1,-14,x,20,-19,15,0,-3,-1
COc1ccc(S(=O)(=O)Nc2ccc3c(c2)CC(=O)N([C@H](C)CO)C[C@H](C)[C@@H](CN(C)S(=O)(=O)c2ccc(Cl)cc2)O3)cc1,-2,-2,-24,x,19,-4[16.7 µM],-2,0

# Six entries out of the list, sorted by heavy-atom count, smallest number first.
mol,LGR2 inh,PGC1a acetyl inh,PAX8 inh HTS,FN deposition inh,EWS-Fli inh,miR122 inh,Cneo AK release,CASP6 VEID inh
C/C(=C/c1ccccc1)C(=O)N1CCC(C)CC1,-2,-25,-29,6,-18,-2,-2,-3
COc1ccccc1C(=O)NCCNC(=O)c1ccco1,x,5,-8,0,x,-7,-1,x
CC(=O)Nc1ccc(NC(=O)CSc2ccc(-c3ccc(-n4ccnc4)cc3)nn2)cc1,2,-6,-8,-3,-2,-12,3,-1
COc1ccc(C#Cc2cnc3c(c2)C(=O)N([C@H](C)CO)C[C@@H](C)[C@H](CN(C)C(=O)c2ccccc2F)O3)cc1,-1,9,x,-2,12,-16[16.7 µM],3,0
C[C@@H]1CN([C@H](C)CO)C(=O)c2cccc(NC(=O)Nc3ccc4c(c3)OCO4)c2O[C@@H]1CN(C)S(=O)(=O)c1ccccc1,-29,-2,-40,x,-11,-1[16.7 µM],-46,-2
C[C@@H]1CCCCO[C@H](CN(C)S(=O)(=O)c2ccc(F)cc2)[C@@H](C)CN([C@@H](C)CO)C(=O)c2cc(NS(=O)(=O)c3ccc(Cl)cc3)ccc2O1,0,3,u,1,2,17[16.7 µM],1,0

# The listing continues.
mol,LGR2 inh,PGC1a acetyl inh,PAX8 inh HTS,FN deposition inh,EWS-Fli inh,miR122 inh,Cneo AK release,CASP6 VEID inh
Cc1cc(/C=C2/SC(=O)N(CC(=O)OC(C)C)C2=O)c(C)n1C,-106,0,x,x,-106,x,1,1
O=C(Nc1ccc(F)cc1)N1CC(=O)N2[C@@H](CO)[C@H](c3ccc(Br)cc3)[C@@H]2C1,10,u,-1,x,-6,x,x,1
Cc1ccc(S(=O)(=O)N[C@H]2C=C[C@H](CC(=O)NCCN3CCCCC3)O[C@H]2CO)cc1,-16,u,-21,x,2,13[16.7 µM],-1,1
CCN(CC(=O)Nc1ccccc1C(F)(F)F)CC(=O)c1[nH]c(C)c(C(C)=O)c1C,13,9,10,9,2,0,0,1
O=C(COc1ccccc1)NCc1n[nH]c(=S)n1-c1ccccc1,17,-4,2,14,7,x,x,3
CC(C)(C)NC(=O)C(=O)NNC(=O)c1cccc(Br)c1,-25,2,-3,2,-15,x,x,-1
CCOc1ccc(C(=O)NCC(c2ccco2)N2CCc3ccccc3C2)cc1 (configuration not stated),5,8,0,-2,-2,-3,0,5
CCOC(=O)N1N=C(c2ccccc2)CC1(O)C(C)(F)F (configuration not stated),24,9,26,1,-8,x,x,x
Cc1ccc(C(=O)NCC(=O)OCC(=O)c2ccc3c(c2)NC(=O)CO3)cc1,29,7,-12,-22,11,0,x,-4
O=C(NCCCN1CCCCC1)C1CCN(S(=O)(=O)N2CCC3(CC2)OCCO3)CC1,1,-11,7,1,x,2,-18,-16
O=C(O)c1oc2ccccc2c1CSCc1ccccc1,11,9,2,-5,-8,x,-3,1
Cc1cccc(C)c1OCc1cc(C(=O)N(C)CCc2ccccn2)no1,-4,x,x,-2,-11,-1,1,0
COc1ccc(CNC(=O)[C@@H](NC(=O)C2CCN(C(=O)[C@@H](N)Cc3ccccc3)CC2)C(C)C)cc1,x,8,x,x,-2,-23,3,-2
O=C(N[C@H]1CC[C@@H](CCNS(=O)(=O)c2ccc(Cl)cc2)O[C@H]1CO)c1cccc(F)c1,12,4,9,x,11,x,-4,-4
CCC(C)NCCOCCOc1ccc(Br)cc1 (configuration not stated),1,2,-3,-6,-17,-10,0,-8
COC(=O)CSc1nc(C)cc(N2CCOCC2)n1,-5,3,-16,-8,1,x,x,2
O=C(Nc1ccc2c(c1)OCO2)N1CCN(c2ncccn2)CC1,-23,2,x,x,-27,-3,x,1
CO[C@H]1CN(C)C(=O)c2ccc(NC(=O)c3ccno3)cc2OC[C@H](C)N(S(C)(=O)=O)C[C@@H]1C,-16,7,x,2,-6,x,x,1
O=C(NNc1nc(-c2ccc(Cl)cc2)cs1)c1ccco1,-16,x,2,0,x,3,1,x
CC(C(=O)N(C)C1CCS(=O)(=O)C1)N1C(=O)/C(=C/c2cccs2)SC1=S (configuration not stated),16,-3,22,3,8,6,6,7
CC(=O)N1CCCc2cc(S(=O)(=O)N3CCCC(C(=O)Nc4ccccc4C)C3)ccc21 (configuration not stated),9,-19,7,-3,-3,0,-3,1
COc1ccc(O)c(CN2CCCC(N3CCN(c4ccccc4OC)CC3)C2)c1 (configuration not stated),x,6,4,-4,-2,-1,1,0
O=C(N[C@@H](Cc1ccccc1)C(=O)NC1CCCCC1)c1ccco1,x,5,-41,1,x,8,-1,x
C[C@H](CO)N1C[C@H](C)[C@@H](CN(C)Cc2ccc(C(=O)O)cc2)OCCCC[C@H](C)Oc2ccc(NS(=O)(=O)c3cccs3)cc2C1=O,4,4,1,x,-7,-4[16.7 µM],2,-1
C[C@H](CO)N1C[C@H](C)[C@@H](CN(C)C(=O)C2CCCCC2)Oc2ncc(C#CCc3ccccc3)cc2C1=O,-9,-3,8,x,7,27[16.7 µM],1,4

# Reprinted from the part before: 3 entries, followed by the next part.
mol,LGR2 inh,PGC1a acetyl inh,PAX8 inh HTS,FN deposition inh,EWS-Fli inh,miR122 inh,Cneo AK release,CASP6 VEID inh
O=C(N[C@@H](Cc1ccccc1)C(=O)NC1CCCCC1)c1ccco1,x,5,-41,1,x,8,-1,x
C[C@H](CO)N1C[C@H](C)[C@@H](CN(C)Cc2ccc(C(=O)O)cc2)OCCCC[C@H](C)Oc2ccc(NS(=O)(=O)c3cccs3)cc2C1=O,4,4,1,x,-7,-4[16.7 µM],2,-1
C[C@H](CO)N1C[C@H](C)[C@@H](CN(C)C(=O)C2CCCCC2)Oc2ncc(C#CCc3ccccc3)cc2C1=O,-9,-3,8,x,7,27[16.7 µM],1,4
CCOC(=O)CSc1nnc(CNC(=O)c2ccc(OC)cc2OC)n1-c1ccc(OC)cc1,x,3,x,0,x,-5,-2,x
Cc1cc2c(cc1C)NC(CC(=O)NCc1ccccc1)C(=O)N2 (configuration not stated),-40,8,x,x,-63,-2,x,5
C[C@H]1CN([C@@H](C)CO)C(=O)Cc2cc(N(C)C)ccc2O[C@@H]1CN(C)C(=O)Nc1ccccc1,-11,1,-25,x,-8,17[16.7 µM],-2,-1
Cc1cccc(NC(=O)CC2CCC2)c1,x,1,x,1,x,-3,-13,x
COc1cc(C(=O)OCC(=O)NC(=O)c2cccn2C)ccc1OC(F)F,17,-4,3,-6,8,-1,0,0
COc1cc2c3nnc(-c4ccc(F)cc4)c-3cn(Cc3ccc(F)cc3)c2cc1OC,-22,-7,26,-4,35,1,-2,-4
CC(C)(CO)NC(=O)Nc1ccc(Cl)c(Cl)c1,6,2,-2,-5,0,x,x,0
CC(/C=C1\SC(=O)N(CCCC(=O)O)C1=O)=C\c1ccccc1,1,u,33,-9,x,-4,1,x
COc1ccc(Cn2nnnc2C(C(C)C)N2CCc3ccccc32)cc1 (configuration not stated),-2,-7,x,-3,x,2,12,x

# Bioassay records from PubChem BioAssay.
